Growth percent in the NCI-60 one-dose screen (48 h, 10 µM unless noted): 100 = growth as untreated, 0 = no growth, -100 = all killed.
OVCAR-3: OVCAR-3 ovarian cancer; AID 1794787; hit rate 7% among 79,000
DU-145: DU-145 prostate cancer; hit rate 4.2% among 81,000; AID 1794760
SK-OV-3: SK-OV-3 ovarian cancer cells. AID 1794785. hit rate 3.2% among 80,000
OVCAR-4: OVCAR-4 ovarian cancer cells; hit rate 3.7% among 80,000
OVCAR-8: OVCAR-8 ovarian cancer; hit rate 4.4% among 81,000; AID 1794782
IGROV1: IGROV1 ovarian cancer; hit rate 4.7% among 79,000; AID 1794786
NCI/ADR-RES: NCI/ADR-RES ovarian cells; hit rate 4.4% among 81,000
OVCAR-5: OVCAR-5 ovarian cancer; hit rate 2.9% among 82,000; AID 1794783
Numbers without * were called inactive; · = not tested or not shown; & = joins results of further samples. Rule for the calls: active = growth percent below 10; inactive = the rest.

SMILES	OVCAR-3	DU-145	SK-OV-3	OVCAR-4	OVCAR-8	IGROV1	NCI/ADR-RES	OVCAR-5
COC1CCN(Cc2ccc3c(NNC(=O)c4cnccn4)nc4cc(F)ccc4n23)C1 (stereo not drawn)	5.2*	35	38	21	14	24	24	50
O=C(Nc1ccc(OCC(=O)c2ccccc2)cc1)Nc1ccc(Cl)c(C(F)(F)F)c1	24	49	16	23	30	29	19	36
N#Cc1c(NC(=O)c2ccc(Br)cc2)sc2c1CCCC2	17	33	·	70	65	54	17	56
O=C(N/N=C\c1ccc(Br)cc1)c1ccncc1	117	116	108	·	106	118	98	102
O=C(Nc1ccc(-c2nc(-c3cccc(O)c3)c(-c3ccnc(Br)c3)[nH]2)cc1)c1ccccc1	32	36	-6.0*	35	24	26	58	58
CC(Oc1ccc(C(C)(C)C)cc1)C(=O)O (stereo not drawn)	110	106	100	106	99	83	102	117
COc1cccc(/C(O)=C2\C(=O)C(=O)N(CCN3CCCC3)C2c2ccc3c(c2)OCO3)c1 (stereo not drawn)	107	107	106	106	108	110	108	96
CCOC(=O)c1[nH]c(C)c(/C=N/NC(N)=O)c1C	107	105	93	107	109	95	100	103
COc1ccc(CCN(C)CCCC(C#N)(c2cc(OC)c(OC)c(OC)c2)C(C)C)cc1OC (stereo not drawn)	113	115	95	93	104	99	100	100
CC(COC(=O)c1ccc([N+](=O)[O-])cc1)C1CCCCC1 (stereo not drawn)	106	111	106	101	98	104	107	110
O=[N+]([O-])c1ccc(S(=O)(=O)Nc2ccsc2-c2nc(-c3ccccc3)no2)cc1	91	94	92	85	91	83	90	96
CC(=O)c1cc2ccccc2o1	114	112	97	114	115	110	102	88
CN(CC(=O)C(C(N)=O)c1ccccc1)c1ccccc1 (stereo not drawn)	112	112	92	101	106	107	105	101
O=C(CSc1nnc(CSc2ccc(Cl)cc2)n1-c1ccccc1)NC(=O)Nc1ccccc1	109	94	114	68	37	103	36	88
Cc1nc(Cl)c(C)c(=O)[nH]1	105	115	120	118	96	116	111	111
O=C1Nc2ccccc2C12CC(c1ccc(Cl)cc1)=NN2 (stereo not drawn)	116	115	107	99	95	101	108	96
CCCCc1ccc(S(=O)(=O)Nc2sc3c(c2C(N)=O)CCC(=O)C3)cc1	118	101	105	100	101	101	107	97
CC(C)CSc1nc(NN)c(C#N)c(-c2ccc(F)cc2)n1	59	66	61	58	72	73	51	89
CCCc1cc2c(cc1N(C)S(=O)(=O)c1ccccc1)OCO2	101	109	86	91	97	71	94	95
Cc1ccc(S(=O)(=O)c2nc(-c3ccccc3)oc2SCc2ccccc2)cc1	99	99	92	81	94	90	79	115

Compound profiles, from the list above:
`CCCc1cc2c(cc1N(C)S(=O)(=O)c1ccccc1)OCO2` is entered as OVCAR-3: 101; DU-145: 109; SK-OV-3: 86; OVCAR-4: 91; OVCAR-8: 97; IGROV1: 71; NCI/ADR-RES: 94; OVCAR-5: 95
`N#Cc1c(NC(=O)c2ccc(Br)cc2)sc2c1CCCC2` is entered as OVCAR-3: 17; DU-145: 33; SK-OV-3: ·; OVCAR-4: 70; OVCAR-8: 65; IGROV1: 54; NCI/ADR-RES: 17; OVCAR-5: 56

Going on with the list:
SMILES	OVCAR-3	DU-145	SK-OV-3	OVCAR-4	OVCAR-8	IGROV1	NCI/ADR-RES	OVCAR-5
O=C(CSc1nc2ccccc2c(=O)n1-c1ccccc1)Nc1cccc(C(=O)/C=C/c2ccccc2)c1	·	95	103	94	84	95	97	97
COc1ccc(-n2nc(C(=O)NCCCCC(=O)O)nc2-c2ccccc2)cc1	107	107	100	103	101	109	117	107
O[C@H]1c2ccccc2-c2c3c(cc4c2[C@@H]1NCC4)OCO3	111	106	80	93	87	109	99	107
CSc1nc2sc3c(c2c(=O)n1-c1ccccc1)CCC(=O)C3	59	98	111	93	99	117	99	100
CCCCCN1C=C/C(=C\C(=O)N(C)c2cccc(Cl)c2)c2ccccc21	109	113	102	96	93	100	105	105
COc1ccc(CCOc2cc3c(cc2OC)CCN(C(=O)NCc2cocn2)C3c2ccc(C)cc2C)cc1 (stereo not drawn)	·	14	38	51	18	13	5.0*	29
CCOc1ccccc1/C=N\NC(=O)CCCCCCCCC(=O)N/N=C\c1ccccc1OCC	99	106	102	80	100	99	102	104
[2H]C([2H])([2H])Oc1c(F)cccc1/C=C/C(=O)/C=C(O)/C=C/c1cccc(F)c1OC([2H])([2H])[2H]	108	103	117	89	87	101	92	104
COc1ccc(NC(=O)CSc2nnc(-c3ccc4nc(-c5ccc(Cl)cc5)[nH]c4c3)o2)cc1	55	55	101	-2.1*	14	78	81	80
O=[N+]([O-])c1ccc(O)c(CN(CCO)CCO)c1	108	111	95	98	97	105	106	107

Some of these compounds in order of molecular weight, high to low.
SMILES	OVCAR-3	DU-145	SK-OV-3	OVCAR-4	OVCAR-8	IGROV1	NCI/ADR-RES	OVCAR-5
COc1ccc(CCOc2cc3c(cc2OC)CCN(C(=O)NCc2cocn2)C3c2ccc(C)cc2C)cc1 (stereo not drawn)	·	14	38	51	18	13	5.0*	29
O=C(CSc1nnc(CSc2ccc(Cl)cc2)n1-c1ccccc1)NC(=O)Nc1ccccc1	109	94	114	68	37	103	36	88
O=C1Nc2ccccc2C12CC(c1ccc(Cl)cc1)=NN2 (stereo not drawn)	116	115	107	99	95	101	108	96
CC(COC(=O)c1ccc([N+](=O)[O-])cc1)C1CCCCC1 (stereo not drawn)	106	111	106	101	98	104	107	110
CC(Oc1ccc(C(C)(C)C)cc1)C(=O)O (stereo not drawn)	110	106	100	106	99	83	102	117
Cc1nc(Cl)c(C)c(=O)[nH]1	105	115	120	118	96	116	111	111

Five compounds from above, limited to OVCAR-8, NCI/ADR-RES and SK-OV-3:
structure | OVCAR-8 | NCI/ADR-RES | SK-OV-3
CSc1nc2sc3c(c2c(=O)n1-c1ccccc1)CCC(=O)C3 | 99 | 99 | 111
CCCCCN1C=C/C(=C\C(=O)N(C)c2cccc(Cl)c2)c2ccccc21 | 93 | 105 | 102
COc1ccc(CCOc2cc3c(cc2OC)CCN(C(=O)NCc2cocn2)C3c2ccc(C)cc2C)cc1 (stereo not drawn) | 18 | 5.0* | 38
CCOc1ccccc1/C=N\NC(=O)CCCCCCCCC(=O)N/N=C\c1ccccc1OCC | 100 | 102 | 102
[2H]C([2H])([2H])Oc1c(F)cccc1/C=C/C(=O)/C=C(O)/C=C/c1cccc(F)c1OC([2H])([2H])[2H] | 87 | 92 | 117

(cont.)
SMILES	OVCAR-3	DU-145	SK-OV-3	OVCAR-4	OVCAR-8	IGROV1	NCI/ADR-RES	OVCAR-5
CCCCN(CCCC)c1ccc(C(=N)c2ccc(N(C)C)cc2)cc1	-74*	-21*	-7.5*	7.1*	-15*	·	-47*	-2.1*
S=c1[nH]c(Cl)c(Cl)cc1Cl	119	125	105	99	95	100	103	94
Cc1nc2sc3c(=O)[nH]c(CC(=O)O)nc3c2c(C)c1Br	113	103	84	120	99	105	97	119
O=C1NC(=O)C2(CCCc3ccccc32)N1 (stereo not drawn)	106&116	112&131	99&109	105&118	99&96	107&129	106&102	106&105
O=C(O)c1ccccc1SSc1ccccc1C(=O)O	109&112&102	104&116&104	102&106&99	108&98&99	98&96&96	101&112&106	104&106&100	101&104&98
COc1ccc(C(=O)Oc2ccc(Br)cc2)cc1	112	104	109	100	96	113	103	110
COc1cc(C#N)ccc1S(=O)(=O)Nc1ccc2c(c1)cc(C)c(=O)n2C	103	100	106	77	95	97	97	99
Brc1ccc(C2CC(n3nnnc3-c3ccccc3)=NN2)cc1 (stereo not drawn)	120	112	·	·	106	116	107	111
O=C(CSc1nc2c(c(=O)[nH]1)CCCC2)Nc1ccccc1C(=O)O	92	110	106	125	109	110	112	106
CCOC(=O)c1cnn2c3ccccc3n(S(=O)(=O)c3ccc(OC)cc3)c12	1.0*	15	48	71	27	29	0.1*	42
C[C@@H](C[C@H](CCOC(=O)N(C)C)c1ccccc1)c1ccoc1	99	109	102	99	97	102	100	95
O=[N+]([O-])c1ccc(S(=O)(=O)c2ccccc2)cc1	123	115	115	107	105	119	104	111
CCC/C=C/C=N/N1C(=S)N(c2cccnc2)[C@]23OC(N)=C(C#N)[C@]12C(=O)c1ccccc13	·	·	97	96	95	115	102	106
Oc1ccc(O)c(O)c1	103	106	103	117	100	108	103	115
CCN(CC)CC(Cc1ccccc1)OC(=O)c1ccc([N+](=O)[O-])cc1 (stereo not drawn)	127	113	109	108	104	104	99	110
CCOC(=O)COCC(=O)OCC	112	105	100	107	109	106	109	105
O=C(NCCc1ccc(F)cc1)Nc1ccc2c(ccn2C(=O)c2cccc(F)c2)c1	100	103	104	93	94	89	91	93
CCOc1ccccc1/C=N/N1CCCCCC1	97	111	96	·	103	·	100	107
CN(C)CCOC(=O)Nc1cc(Cl)cc(Cl)c1	104	103	111	111	103	92	113	108
O=C(/C=C/c1ccccc1)c1cccc(N=Cc2ccccc2O)c1	100	74	108	97	101	99	107	111
COc1ccc(/C=C/C(=O)Nc2ccc3oc(=O)ccc3c2)cc1	109	99	103	100	96	99	105	105
COc1ccc(Br)c(/C=C(\C#N)c2nc3ccccc3s2)c1	102	107	86	64	88	61	93	99
N#C/C(=C/c1cc([N+](=O)[O-])cc([N+](=O)[O-])c1O)C(N)=O	107	113	101	110	99	110	108	111
O=C1CC(=O)N(CCc2ccccn2)C(=O)N1CCc1ccccn1	117	109	78	99	107	94	99	97
Nc1ncnc2sc(-c3ccc(Cl)nc3)c(-c3ccccc3)c12	108	95	104	95	95	95	92	98
COc1cc(Cc2cnc(N)nc2N)cc(OC)c1OC	121&113	133&110	103&117	108&116	111&109	101&110	107&105	103
O=C(Cc1ccccc1)Nc1nnc(NC2CCN(c3nnc(NC(=O)CC4CC4)s3)CC2)s1	88	94	74	100	100	97	91	80
COc1ccc(-c2nn(-c3ccccc3)cc2C2SCC(=O)N2c2cccc(F)c2)cc1OC (stereo not drawn)	130	114	106	114	103	104	99	114
CC(C)CCC[C@@H](C)[C@H]1CC[C@H]2[C@@H]3CC=C4C[C@@H](OS(=O)(=O)O)CC[C@]4(C)[C@H]3CC[C@]12C	124	115	112	97	115	96	101	103

From PubChem BioAssay
